# Compound activity as filed in PubChem BioAssay.
# Shiga inhibitor: Shiga toxin inhibition; inhibition, % at 38.7 µM; 9.2% of 290,000 active; AID 2315; Vero cells, Shiga toxin protein synthesis inhibition reporter; in the data active = inhibition mostly above about 28%, no sharp cut-off; inactive = mostly below about 43%; note: 0% is about no effect
# Tb PYK inh: blocks Trypanosoma brucei pyruvate kinase; Potency, µM (doses to about 76.8 µM), inactives show top-dose activity, negative = inhibition, most hits filed as inhibitors; AID 624173; Q57TT1; 0.12% of 410,000 active; TbPYK enzyme, Kinase-Glo Plus ATP luminescence, 45 min; note: potency is the fitted concentration of half-maximal effect; % is set by controls: 0 for no effect and ±100 for the full control effect; nearly all actives have a fitted effect of over 50% in size
#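 Readout: single end-point luminescence (Kinase-Glo Plus, 10 min). Reaction conditions were TbPYK/substrate plus 130 uM ADP, 45 min at RT, pH 7.2 TEA buffer. No-enzyme wells served as controls, and data were normalized before concentration-response fitting.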
# Pf growth 48h: inhibits P. falciparum growth in the first generation, 48 h | P. falciparum luciferase growth in erythrocytes, 48 h | Potency, µM (highest dose often 28.7 µM), for inactives: top-dose activity change, negative = inhibition, hits mostly inhibitors | 5.9% of 310,000 active | AID 504832; note: potency is the fitted concentration of half-maximal effect; % is set by controls: 0 for no effect and ±100 for the full control effect
#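 Growth was read as firefly luciferase luminescence after a 48 h, 37 C, 5% CO2 exposure of compounds to reporter-bearing P. falciparum cultures (0.1% parasitemia, 2% hematocrit final) in Albumax-supplemented RPMI 1640.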
# AMA1 RON2 block: disrupts binding of P. falciparum AMA1 to RON2; AlphaScreen AMA1-biotinylated RON2 peptide binding; Potency, µM (top dose mostly 58.2 µM), for inactives: at the top dose activity change, negative = inhibition, actives largely listed as inhibitors; 0.2% of 360,000 active; AID 720542;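 note: potency is the fitted concentration of half-maximal effect; 0% = vehicle wells and -100% = peptide control; nearly all actives have a fitted effect of over 45% in size; some results filed as inactive show a strong effect at the top dose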
#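 AMA1 (3D7) with his tag at 25 nM final met compounds first, then biotinylated RON2 peptide at 25 nM; detection used donor plus acceptor beads, 10 µg/mL apiece, read by AlphaScreen after 30 min at room temperature.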
# Pf growth 96h: P. falciparum growth inhibition at 96 hour, primary screen for plastid delayed-death inhibitors. P. falciparum luciferase reporter growth, 96 h. Potency, µM (doses to about 28.7 µM), for inactives: top-dose activity change, negative = inhibition, usual class: inhibitors. 6.9% of 320,000 active. AID 504834; note: potency is the fitted concentration of half-maximal effect; % is set by controls: 0 for no effect and ±100 for the full control effect
#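 Readout is luminescence from an integrated firefly luciferase in P. falciparum. Red cells, 2% hematocrit and 0.05% parasitemia final, were cultured with compound through two parasite generations (96 hours) at 37 C, 5% CO2.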
# LmPK inhibitor: inhibitors of Leishmania mexicana pyruvate kinase; purified LmPK, Kinase-Glo ATP luminescence, 1 h; Potency, µM (highest dose often 57.5 µM), for inactives: at the highest dose activity change, negative = inhibition, actives largely listed as inhibitors; 0.37% of 290,000 active; note: potency is the fitted concentration of half-maximal effect; % is set by controls: 0 for no effect and ±100 for the full control effect
# Target sequence (Q27686 whole entry, looked up): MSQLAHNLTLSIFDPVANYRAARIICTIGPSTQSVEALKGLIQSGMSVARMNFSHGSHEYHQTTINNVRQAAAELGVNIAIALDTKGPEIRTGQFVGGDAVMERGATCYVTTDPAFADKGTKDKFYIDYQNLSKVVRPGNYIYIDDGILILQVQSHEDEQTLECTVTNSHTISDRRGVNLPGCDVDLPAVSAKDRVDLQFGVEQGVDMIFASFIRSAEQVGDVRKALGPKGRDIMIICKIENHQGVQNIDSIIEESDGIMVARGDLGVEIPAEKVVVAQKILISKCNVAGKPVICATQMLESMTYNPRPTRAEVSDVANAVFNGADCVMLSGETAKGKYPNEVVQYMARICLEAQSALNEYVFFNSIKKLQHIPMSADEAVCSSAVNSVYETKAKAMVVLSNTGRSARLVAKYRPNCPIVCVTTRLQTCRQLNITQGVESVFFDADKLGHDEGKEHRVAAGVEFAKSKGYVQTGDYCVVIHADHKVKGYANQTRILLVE
#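 Purified LmPK (0.1 nM) with 0.5 mM PEP and 0.1 mM ADP in imidazole buffer pH 7.2 with MgCl2/KCl, 1 h at room temperature. ATP formed was read by luciferase luminescence and normalized to no-enzyme and uninhibited controls.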
# Cycloheximide cs: affects cycloheximide protein synthesis inhibition readout, counter-screen; cell reporter, cycloheximide protein synthesis inhibition counterscreen; max response, %; 12% of 300,000 active; AID 2314; in the data active = max response mostly above about 13%, no sharp cut-off; inactive = mostly below about 14%; note: read at 38.3 µM for the half of the compounds with a filed dose; 0% is about no effect
# Starred values were filed as active, the others as inactive; ? = inconclusive; nt = no result given; [ ] = another dose, or the depositor's remark. Unless noted, calls come from the whole dose curve; as a rule, active = well fitted curve in the direction sought with a large enough effect; inconclusive = small, poorly fitted or top-dose-only effect, or another doubt; inactive = no such curve, though single readings can be large; an effect the other way counts as inactive or inconclusive.
SMILES,Shiga inhibitor,Tb PYK inh,Pf growth 48h,AMA1 RON2 block,Pf growth 96h,LmPK inhibitor,Cycloheximide cs
COc1ccc(Cn2c(=O)[nH]c3cc(C(=O)N4CCN(c5ccc(OC)cc5)CC4)ccc3c2=O)cc1,-16,-2%,-26%,1%,24%,-1%,-5
O=C(Nc1cc(C(F)(F)F)ccc1N1CCCC1)c1cccnc1,-7,0%,?,39%[activator],?,2%,0
COc1nc(Cc2ccc(Cl)cc2)nc2ccccc12,-14,2%,?,15%,?,-8%,-7
COCCn1c(SCC(=O)NC(=O)NCc2ccccc2)nc2ccccc2c1=O,nt,5%,?,-6%,?,nt,nt
CC(C)CCNC(=O)C(c1ccco1)N(C(=O)Cn1nnc2ccccc21)c1ccc2c(c1)OCO2 (configuration not stated),-11,6%,?,4%,13%,0%,-3
COC(=O)c1cccc(C23CC4(C2)[C@H](CN(Cc2ccc(-c5ccccc5)cc2)[C@@H]4c2ccccc2)C3c2ccccc2)c1 (some centres not stated),4,-2%,12µM*,3%,1.7µM*,6%,-4
CCC(=O)N1CCc2cc(S(=O)(=O)N3CCN(C(=O)c4ccco4)CC3)ccc21,14,7%,?,-12%,-14%,1%,6
COc1ccc(/C=N/NC(=O)COc2cc(C)cc(C)c2)cc1COC(C)=O,9,-2%,6%,-3%,0%,3%,-3
CC(C)=C(NC(=O)c1ccccc1)C(=O)NCc1ccccc1,24,3%,29%,-12%,?,3%,9
O=C(NCc1ccccn1)Nc1ccc(Br)cc1Cl,136*,0%,50%[activator],3%,9.3µM*,2%,63*
Cc1cc(C)nc(CCNC(=O)c2cc(COc3ccccc3)on2)n1,56*,-14%,-12%,8%,?,-8%,36*
CCOC(=O)NC(Nc1ccc(OC)cc1)(C(F)(F)F)C(F)(F)F,-8,5%,12%,-11%,?,-1%,-3
COc1ccccc1CC(=O)O/N=C(\N)Cc1cccc2ccccc12,-8,7%,5.9µM*,-9%,?,10%,-4
COc1ccc(NC(=O)C2CCCN(c3nn4c(=O)cc(C)nc4s3)C2)c(OC)c1 (configuration not stated),-1,-9%,?,3%,?,4%,6
COc1ccc(C)cc1S(=O)(=O)Nc1cccc(C)c1,13,-2%,-4%[5.75 µM],-3%,46%[5.75 µM],3%,0
CC(Oc1ccc(Cl)cc1Cl)C(=O)NCCCN1CCOCC1 (configuration not stated),-14,2%,nt,3%,-4%,6%,-3
CN(C)CCCN(Cc1cc2cc3c(cc2[nH]c1=O)OCO3)C(=S)Nc1cccc(Cl)c1,-10,0%,?,-15%,?,5%,9
Cc1ccc(C)c(CN2CCC(CNC(=O)CCc3nnc4ccc(N5CCC(C)CC5)nn34)CC2)c1,-2,2%,?,7%,?,9%,-3
CC(=O)c1ccc(N2CCN(C(=S)Nc3ccc(Oc4ccccc4)cc3)CC2)cc1,14,0%,-19%,31%[activator],?,3%,-2
O=C(COC(=O)C1(c2ccccc2F)CCCC1)NC1CCS(=O)(=O)C1 (configuration not stated),-12,-1%,-7%,-11%,14%,1%,-2
O=C(c1ccccc1)c1cccn1CC(=O)N1CCc2ccccc2C1,6,3%,12%,-8%,13%,4%,8
Cc1nnc(SCc2c(Cl)cccc2[N+](=O)[O-])s1,69,-2%,-2%,21%,?,2%,-3
CN(C)C=NC1=NN(c2cccc(C(F)(F)F)c2)CC1,43*,-10%,14%,-8%,?,-2%,43*
COc1ccc(NS(=O)(=O)c2ccc(S(=O)(=O)N3CCOCC3)cc2)cc1,-7,2%,-13%,-8%,-16%,-3%,0
COc1ccc(/C=N/NC(=O)CC(=O)NC2CCCCC2)cc1,1,0%,20%,8%,95%[activator],0%,3
# Following part:
SMILES,Shiga inhibitor,Tb PYK inh,Pf growth 48h,AMA1 RON2 block,Pf growth 96h,LmPK inhibitor,Cycloheximide cs
Cc1cccc(-c2nc(N)nc(N)n2)c1,48,-2%,88%[activator],1%,120%[activator],-9%,34*
CCCCCSc1nnc2c(n1)OC(C)N(C(C)=O)c1ccccc1-2 (configuration not stated),-7,5%,nt,-32%,?,6%,-5
CC(NC(=O)Nc1ccccn1)N1C(=O)C2C3C=CC(C3)C2C1=O (configuration not stated),2,1%,-28%,-21%,?,-2%,-4
CCCOC(=O)c1ccc(Oc2cn[nH]c2-c2ccc(OC)cc2O)cc1,-4,-4%,10µM*,-6%,?,3%,-4
COc1ccc(NS(=O)(=O)c2cc(Br)cc3c2N(C(C)=O)CC3)cc1,-7,-4%,0%,-6%,3%,-1%,-2
COc1cccc(CN2CCC(C(=O)N3CCN(Cc4ccc5c(c4)OCO5)CC3)CC2)c1OC,-28,5%,-6%,1%,0%,-10%,2
COc1ccc2cc(-c3nc4ccccc4n3C)c(=O)oc2c1,67*,-11%,277%[activator],13%,?,13%,41*
COc1ccc(N(Cc2ccccc2)S(=O)(=O)c2ccc(C)cc2)cc1,-3,3%,?,3%,?,1%,-3
COc1ccc(NC(=O)CCNS(=O)(=O)c2ccc(C)c(C)c2)cc1OC,-4,-4%,-19%,11%,-18%,9%,-8
Cc1cc(NC(=O)c2cc(-c3ccccn3)nc3ccc(Br)cc23)no1,-15,4%,-4%,42%[activator],16%,-12%,-4
CC(=O)N1CCc2cc(C(=O)CN3CCCCC3)ccc21,1,-5%,nt,-3%,?,0%,0
S=C(Nc1ccc(Cl)cc1)N1CCCC1,36,-5%,15%,20%,42%[activator],-7%,30*
NC(=O)CSc1nc(-c2ccccc2)c(-c2ccccc2)o1,-1,-1%,29%,-11%,?,3%,-4
CCCNC(=S)N1CCC(NC(=O)Nc2ccc(C)cc2)CC1,6,-3%,15%,-4%,-21%,2%,-1
COc1ccc(-c2cc3cc(-c4cc(OC)c(OC)c(OC)c4)ccc3o2)cc1,nt,-1%,21%,0%,45%[activator],nt,nt
Cn1c(NC(=O)c2ccccc2F)cc(=O)n(C)c1=O,13,-2%,nt,9%,-12%,13%,2
CCOC(=O)C(Cc1ccccc1)C(=O)Nc1nccs1 (configuration not stated),17,-6%,44%,11%,0%,-2%,4
COc1ccccc1NS(=O)(=O)c1cc(-c2cc(C)no2)ccc1OC,18,-14%,-25%,10%,?,2%,-4
CCCN(c1ccc(C(C)C)cc1)S(=O)(=O)c1c(C)[nH]c(=O)[nH]c1=O,-9,-5%,28%,6%,29%,-1%,-8
O=C(Nn1cc(C(=O)N2CCN(c3ccccc3F)CC2)c2ccccc2c1=O)c1cnccn1,6,5%,10µM*,-2%,22%,4%,5
CNC(=O)C1CC(=O)N(c2ccc(F)c(Cl)c2)C1 (configuration not stated),-3,0%,13%,-3%,-13%,1%,-5
COC(=O)C1=C(C)N(C(C)C)C(=O)C1(NC(=O)C1CCCCC1)C(F)(F)F (configuration not stated),-15,1%,nt,-4%,-15%,4%,-3
COC(=O)/C(=N\Nc1ccc(Cl)cc1)Sc1nnc(-c2ccc(OC)cc2)n1C,-11,?,15%,17%,-8%,-5%,-2
O=C(CCc1nnc2n(Cc3ccccc3)c(=O)c3ccccc3n12)NCCN1CCOCC1,-2,3%,3%,3%,?,0%,-3
O=C(Nc1ccccc1)c1cc(S(=O)(=O)N2CCSCC2)ccc1Cl,-11,-10%,-3%,0%,63%[activator],1%,2
COc1ccc(C(=O)C2CCN(C(=O)Nc3ccccc3C)CC2)cc1,-1,0%,9%,27%,?,-1%,-6
C#CCOCCOCCOCCNc1nc(N2CCOCC2)nc(N2CCN(C(=O)CCCCCCCCCCNC(=O)Cn3cc(CCCCCN)nn3)CC2)n1,nt,0%,3.7µM*,27%,?,nt,nt

# Filtered by structure, those above containing fluorine (8)
SMILES,Shiga inhibitor,Tb PYK inh,Pf growth 48h,AMA1 RON2 block,Pf growth 96h,LmPK inhibitor,Cycloheximide cs
O=C(Nc1cc(C(F)(F)F)ccc1N1CCCC1)c1cccnc1,-7,0%,?,39%[activator],?,2%,0
CCOC(=O)NC(Nc1ccc(OC)cc1)(C(F)(F)F)C(F)(F)F,-8,5%,12%,-11%,?,-1%,-3
O=C(COC(=O)C1(c2ccccc2F)CCCC1)NC1CCS(=O)(=O)C1 (configuration not stated),-12,-1%,-7%,-11%,14%,1%,-2
CN(C)C=NC1=NN(c2cccc(C(F)(F)F)c2)CC1,43*,-10%,14%,-8%,?,-2%,43*
Cn1c(NC(=O)c2ccccc2F)cc(=O)n(C)c1=O,13,-2%,nt,9%,-12%,13%,2
O=C(Nn1cc(C(=O)N2CCN(c3ccccc3F)CC2)c2ccccc2c1=O)c1cnccn1,6,5%,10µM*,-2%,22%,4%,5
CNC(=O)C1CC(=O)N(c2ccc(F)c(Cl)c2)C1 (configuration not stated),-3,0%,13%,-3%,-13%,1%,-5
COC(=O)C1=C(C)N(C(C)C)C(=O)C1(NC(=O)C1CCCCC1)C(F)(F)F (configuration not stated),-15,1%,nt,-4%,-15%,4%,-3
